SRC2 TRFRET art – TR-FRET signal artefacts, primary screen, artefact control for PPARgamma SRC-2 agonist project, biochemical. TR-FRET artefact counter-screen; stronger effect = higher value. AID 1049, 2008. TR-FRET ratio at 8 µM. hit rate 0.4% among 200,000; in the data active = TR-FRET ratio above about 2000; also: inactives centre near 1500
PPARg SRC1 recr – PPARgamma agonists recruiting SRC-1 coactivator, primary screen, biochemical | hit rate 0.41% among 200,000 | Peroxisome proliferator-activated receptor gamma (Homo sapiens), P37231 | PPARgamma-SRC-1 coactivator recruitment biochemical assay | activation, % at 8 µM; in the data active = activation above about 19%;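 also: 0% = DMSO and 100% = reference agonist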
PPARg SRC2 recr – agonists of PPARg-SRC-2 recruitment, primary screen, biochemical, HTS; Peroxisome proliferator-activated receptor gamma (Homo sapiens), P37231; PPARgamma LBD-SRC-2 recruitment; activation, % at 8 µM; hit rate 0.34% among 200,000; in the data active = activation above about 22%;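 also: 0% = vehicle and 100% = reference agonist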
TLR4-MyD88 BLA – inhibitors of TLR4-MyD88 association in cells, primary screen, cell-based, HeLa CL3-4, BLA complementation, FRET ratio. AID 861, 2007. HeLa CL3-4 TLR4/MyD88 BLA complementation. hit rate 0.18% among 200,000. Toll-like receptor 4 (Homo sapiens) + Myeloid differentiation primary response protein …. inhibition, % at 8.4 µM; in the data active = inhibition above about 25%;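 also: 0% = vehicle and 100% = reference inhibitor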
Target sequence (O00206 whole entry, looked up): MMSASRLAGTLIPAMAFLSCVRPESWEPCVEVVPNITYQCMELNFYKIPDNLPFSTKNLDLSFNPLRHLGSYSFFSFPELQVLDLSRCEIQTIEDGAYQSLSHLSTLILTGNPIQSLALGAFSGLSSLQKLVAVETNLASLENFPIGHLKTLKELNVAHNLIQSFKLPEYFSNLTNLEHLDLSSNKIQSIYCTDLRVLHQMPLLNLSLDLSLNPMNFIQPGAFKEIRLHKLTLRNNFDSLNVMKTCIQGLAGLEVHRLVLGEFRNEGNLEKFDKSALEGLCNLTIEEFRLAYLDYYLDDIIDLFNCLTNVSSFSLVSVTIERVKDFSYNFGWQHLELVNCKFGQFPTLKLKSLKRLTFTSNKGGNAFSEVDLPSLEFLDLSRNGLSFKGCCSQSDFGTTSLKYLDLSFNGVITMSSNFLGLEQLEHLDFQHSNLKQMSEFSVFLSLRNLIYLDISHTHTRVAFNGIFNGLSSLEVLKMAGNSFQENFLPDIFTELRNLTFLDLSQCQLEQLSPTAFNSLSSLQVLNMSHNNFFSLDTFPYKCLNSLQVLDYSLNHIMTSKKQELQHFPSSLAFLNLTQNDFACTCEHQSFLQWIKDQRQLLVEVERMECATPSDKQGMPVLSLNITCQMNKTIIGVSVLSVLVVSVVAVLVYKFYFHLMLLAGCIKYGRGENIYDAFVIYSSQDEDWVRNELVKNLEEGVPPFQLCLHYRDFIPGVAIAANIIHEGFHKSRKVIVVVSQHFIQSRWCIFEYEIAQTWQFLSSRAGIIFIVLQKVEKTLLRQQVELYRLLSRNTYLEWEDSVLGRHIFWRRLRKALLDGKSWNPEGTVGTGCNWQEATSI
Target sequence (Q99836 whole entry, looked up): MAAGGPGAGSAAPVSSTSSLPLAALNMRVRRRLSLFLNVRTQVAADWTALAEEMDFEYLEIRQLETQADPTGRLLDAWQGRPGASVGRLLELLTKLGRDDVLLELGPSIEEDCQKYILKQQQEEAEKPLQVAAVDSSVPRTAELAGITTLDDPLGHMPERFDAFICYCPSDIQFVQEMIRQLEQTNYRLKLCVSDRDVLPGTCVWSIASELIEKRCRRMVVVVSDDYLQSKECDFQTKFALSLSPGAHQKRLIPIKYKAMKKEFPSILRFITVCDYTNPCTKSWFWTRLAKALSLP
ROMK primary – ROMK potassium channel modulators, primary screen, cell-based, thallium flux, MLSMR library; AID 1918, 2009; B-score at 10 µM; ATP-sensitive inward rectifier potassium channel 1 (Homo sapiens), P48048; Tet-inducible ROMK, thallium flux fluorescence; actives lie on both sides; hit rate 2% among 130,000;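 active = signal ratio slope over the read window, or its plate-corrected B-score, at least 3 SD from the plate mean, either direction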;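 also: B-score of the F/F0 ratio slope over 7 to 12 s after thallium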
S1P3 antag – S1P3 receptor antagonists, primary screen, cell-based; inhibition, % at 4.98 µM; CHO S1P3 NFAT-BLA reporter, FRET fluorescence, antagonist mode; hit rate 0.27% among 170,000; AID 485, 2006;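 active = inhibition above the plate cutoff, the mean inhibition of test wells on that plate plus 3 SD, cut at about 28% in these data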;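 also: cells challenged with S1P at its EC80 of 0.8 µM; blue over green emission ratio from cleaved BLA substrate after 4 h stimulation; 0% = S1P-stimulated wells and 100% = unstimulated DMSO-only wells; some compounds past the cut are filed as inactive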
PPARg SRC-3 ag – PPARgamma agonists recruiting SRC-3 coactivator, primary screen, biochemical; biochemical PPARgamma/SRC-3 coactivator recruitment assay; activation, % at 8 µM; AID 731, 2007; Peroxisome proliferator-activated receptor gamma (Homo sapiens), P37231; hit rate 0.26% among 200,000; in the data active = activation above about 23%;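 also: 0% = DMSO and 100% = reference agonist; some compounds past the cut are filed as inactive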
L major viab – Leishmania major promastigote growth inhibition, primary screen; Leishmania major promastigotes, resazurin fluorescence viability; inhibition, % at 10 µM; hit rate 9% among 200,000; AID 1063, 2008; in the data active = inhibition above about 50%;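 also: promastigotes grown with compound for 44 hours at 28 °C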
bIAP inh – bovine intestinal alkaline phosphatase inhibitors, primary screen, selectivity assay for TNAP inhibitor project, biochemical, bovine IAP, CDP-star luminescence | alkaline phosphatase, intestinal [Bos taurus] | inhibition, % at 20 µM | AID 1019, 2008 | purified bovine IAP, 30 min | 190,000 tested, under 10 active;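 active = over 50% inhibition of intestinal alkaline phosphatase at 20 µM in the single-dose screen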
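Incubation: 30 min reaction at room temperature / Material: purified bovine intestinal alkaline phosphatase (IAP) enzyme / Input: enzyme at 1/65,000,000 dilution / Dosing: 20 µM single dose / Signal: CDP-star luminescence signal / Reagent: CDP-star chemiluminescent phosphatase substrate, 30 µM final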
bIAP activator – bovine intestinal alkaline phosphatase activators, primary screen, biochemical, bovine IAP, CDP-star luminescence; purified bovine IAP, 30 min; stronger effect = higher value; fold of DMSO-control signal, blank-subtracted; hit rate 0.17% among 200,000; AID 1016, 2008; activation factor at 20 µM;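 active = activation factor of 2 or more at 20 µM, a signal rise over negative controls twice the positive control's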
Redox H2O2 prof – compounds producing H2O2 with reducing agent – biochemical, NIH compound library profiling, artefact control for MLSCN library redox annotation, primary screen; DTT-dependent redox cycling H2O2, phenol red/HRP absorbance; 100% = 100 µM peroxide control, 0% = buffer; activation, % at 10 µM; hit rate 0.03% among 200,000; AID 878, 2007;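 active = activation of at least 50% relative to the plate's high and low controls in the primary single-dose screen; inactive = activation below 50%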;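 also: compound incubated with DTT at 0.8 mM final as the reducing agent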
* hit, by the source's call; x = not tested or not shown.

SMILES	SRC2 TRFRET art	PPARg SRC1 recr	PPARg SRC2 recr	TLR4-MyD88 BLA	ROMK primary	S1P3 antag	PPARg SRC-3 ag	L major viab	bIAP inh	bIAP activator	Redox H2O2 prof
CCc1noc(C)c1C(=O)N1CCOCC1	1489	1.5	-1.6	16.6	x	12.0	-4.3	-8.1	11.2	0.9	-3.5
COc1ccccc1N1CCN(C(C)C(=O)N2CC(C)OC(C)C2)CC1 (stereo not drawn)	1660	-0.7	2.2	-9.2	-0.0109	-0.8	2.8	-8.6	8.1	0.9	-0.2
c1coc(CNc2nc(-c3ccncc3)cs2)c1	1473	4.6	3.9	0.0	x	6.3	-0.1	-2.6	9.9	0.9	0.6
CCCOc1ccc(/C=N/NC(=O)C(C)Sc2ccccn2)cc1OCC (stereo not drawn)	1562	-0.6	-4.2	-11.3	-0.737	2.0	4.3	2.4	18.6	0.8	-0.2
Cc1cc(C)c(C#N)c(SCC(=O)Nc2ccccc2C(N)=O)n1	1417	-5.1	7.2	9.9	0.352	-11.6	-1.0	4.0	2.7	1	3.0
CCOC(=O)C1C(=O)Nc2nc(C)nn2C1c1ccccc1 (stereo not drawn)	1754	-1.6	15.0	-1.8	x	-17.0	9.5	-2.0	5.0	0.9	-0.7
O=C(NCc1cccs1)C1CCCN(S(=O)(=O)c2cnc[nH]2)C1 (stereo not drawn)	1716	-0.6	3.3	10.8	x	-17.0	-3.8	1.8	10.7	0.9	-3.2
COc1ccc(/C=N/NC(=O)C2C3CCCCC32C)cc1OC (stereo not drawn)	1481	-11.8	0.6	8.9	-1.03	1.7	-3.1	13.8	-27.4	1.3	-0.4
N#C/C(=C\c1ccco1)C(=O)Nc1ccc(S(N)(=O)=O)cc1	1704	6.8	0.7	2.2	-0.161	1.2	1.1	-7.4	12.0	0.9	1.7
CCN1C(=O)/C(=c2/s/c(=C3\SC(C)=C(C)N3CC)c(=O)n2CC)N(c2ccccc2)C1=S	1503	-1.2	2.3	-6.9	x	x	6.0	15.9	x	x	0.0

Compound profiles, from the list above:
`O=C(NCc1cccs1)C1CCCN(S(=O)(=O)c2cnc[nH]2)C1` (stereo not drawn) across the screens: SRC2 TRFRET art: 1716; PPARg SRC1 recr: -0.6; PPARg SRC2 recr: 3.3; TLR4-MyD88 BLA: 10.8; ROMK primary: x; S1P3 antag: -17.0; PPARg SRC-3 ag: -3.8; L major viab: 1.8; bIAP inh: 10.7; bIAP activator: 0.9; Redox H2O2 prof: -3.2
`CCOC(=O)C1C(=O)Nc2nc(C)nn2C1c1ccccc1` (stereo not drawn) across the screens: SRC2 TRFRET art: 1754; PPARg SRC1 recr: -1.6; PPARg SRC2 recr: 15.0; TLR4-MyD88 BLA: -1.8; ROMK primary: x; S1P3 antag: -17.0; PPARg SRC-3 ag: 9.5; L major viab: -2.0; bIAP inh: 5.0; bIAP activator: 0.9; Redox H2O2 prof: -0.7

Part of the list above in order of length of the SMILES, high to low.
SMILES	SRC2 TRFRET art	PPARg SRC1 recr	PPARg SRC2 recr	TLR4-MyD88 BLA	ROMK primary	S1P3 antag	PPARg SRC-3 ag	L major viab	bIAP inh	bIAP activator	Redox H2O2 prof
O=C(NCc1cccs1)C1CCCN(S(=O)(=O)c2cnc[nH]2)C1 (stereo not drawn)	1716	-0.6	3.3	10.8	x	-17.0	-3.8	1.8	10.7	0.9	-3.2
CCOC(=O)C1C(=O)Nc2nc(C)nn2C1c1ccccc1 (stereo not drawn)	1754	-1.6	15.0	-1.8	x	-17.0	9.5	-2.0	5.0	0.9	-0.7
c1coc(CNc2nc(-c3ccncc3)cs2)c1	1473	4.6	3.9	0.0	x	6.3	-0.1	-2.6	9.9	0.9	0.6

Later entries
SMILES	SRC2 TRFRET art	PPARg SRC1 recr	PPARg SRC2 recr	TLR4-MyD88 BLA	ROMK primary	S1P3 antag	PPARg SRC-3 ag	L major viab	bIAP inh	bIAP activator	Redox H2O2 prof
C(=N/N1CCN(c2ccccc2)CC1)/c1ccncc1	1338	-2.5	-1.7	4.2	0.458	-0.7	1.8	24.6	2.7	1	-0.7
O=C1C(C2=NC(C(=O)O)C3C(=O)N(c4ccc(Cl)cc4)C(=O)C23)=C(O)c2ccccc21 (stereo not drawn)	1516	3.4	-1.4	-5.2	1.13	x	-10.9	-5.0	-17.5	1.2	-3.9
Cc1ccc(S(=O)(=O)N/N=C2/CC(c3ccccc3)Oc3ccccc32)cc1[N+](=O)[O-] (stereo not drawn)	1306	1.0	-3.6	3.4	x	x	0.9	30.0	-4.7	1	0.0
CC1CN(Cc2nc3c(c(=O)[nH]c(=O)n3C)n2CCCc2ccccc2)CC(C)O1 (stereo not drawn)	1524	-4.3	-5.6	-12.7	x	2.1	-3.6	2.7	-10.9	1.1	2.5
O=C(NC1CCCCC1)N1CCN(C(=O)c2ccco2)CC1	1746	13.8	5.3	-12.4	0.589	x	1.3	-0.3	12.7	0.9	0.4
CCOC(=O)c1ccc(NC(=O)c2n[nH]c(=O)c3ccccc23)cc1	1485	3.6	8.0	6.4	-0.741	-7.7	6.5	3.0	0.2	1	-0.2
CCN(CC)C(=O)c1cc2c(=O)c3cc(Cl)ccc3oc2nc1C	1487	-1.1	-1.5	-10.4	0.114	-5.7	0.5	10.9	-19.2	1.2	-0.5
COc1ccc(N2CCN(c3nc(=S)n(-c4ccccc4)c(C)c3C(C)=O)CC2)cc1	1458	-0.8	-2.6	-0.6	-0.445	13.4	3.4	10.9	1.1	1	2.4
CCOC(=O)c1cccc(NC(=O)CSc2nnc(COc3ccccc3)n2CC)c1	1609	1.7	7.8	-1.0	x	-27.6	-1.7	27.5	10.7	0.9	3.9
CCOC(=O)N1CCC(N(CCOC)C(=O)Nc2ccc(Cl)c(Cl)c2)CC1	1550	-3.5	-8.8	4.0	-2.32	36.5	-1.4	4.5	-0.6	1	0.4

In another format: results already given.
Compound,SRC2 TRFRET art,PPARg SRC1 recr,PPARg SRC2 recr,TLR4-MyD88 BLA,ROMK primary,S1P3 antag,PPARg SRC-3 ag,L major viab,bIAP inh,bIAP activator,Redox H2O2 prof
O=C1C(C2=NC(C(=O)O)C3C(=O)N(c4ccc(Cl)cc4)C(=O)C23)=C(O)c2ccccc21 (stereo not drawn),1516,3.4,-1.4,-5.2,1.13,x,-10.9,-5.0,-17.5,1.2,-3.9
Cc1ccc(S(=O)(=O)N/N=C2/CC(c3ccccc3)Oc3ccccc32)cc1[N+](=O)[O-] (stereo not drawn),1306,1.0,-3.6,3.4,x,x,0.9,30.0,-4.7,1,0.0
CC1CN(Cc2nc3c(c(=O)[nH]c(=O)n3C)n2CCCc2ccccc2)CC(C)O1 (stereo not drawn),1524,-4.3,-5.6,-12.7,x,2.1,-3.6,2.7,-10.9,1.1,2.5

Other structures.
SMILES	SRC2 TRFRET art	PPARg SRC1 recr	PPARg SRC2 recr	TLR4-MyD88 BLA	ROMK primary	S1P3 antag	PPARg SRC-3 ag	L major viab	bIAP inh	bIAP activator	Redox H2O2 prof
Cc1ccc(C)c(Nc2ncccc2C(=O)NCc2cccs2)c1	1601	4.8	16.2	-3.3	0.108	16.2	2.4	7.1	14.9	0.9	-0.5
CCn1c(NC(=O)c2cccs2)c(-c2cccs2)c(=O)c2ccccc21	1432	9.4	7.2	-6.4	x	-22.5	-5.6	-2.3	8.7	0.9	1.6
Cc1cc2nnc(SC(C)C#N)n2c2ccccc12 (stereo not drawn)	1564	12.0	8.8	-9.8	x	-4.6	6.5	1.5	7.0	0.9	2.6
Cc1ccc(S(=O)(=O)NCC(=O)N(CC(=O)NC(C)(C)C)Cc2cccs2)cc1	1604	7.2	5.9	-13.2	x	x	6.8	-1.5	5.4	0.9	1.9

High-throughput results: PubChem BioAssay, several laboratories
